Compound activity as filed in PubChem BioAssay.
S1P2 blocker – human S1P2 receptor antagonists, primary screen, cell-based. AID 736, 2007. inhibition, % at 5 µM. Sphingosine 1-phosphate receptor 2 (Homo sapiens), O95136. 97,000 tested, 0.21% active. cell-based S1P2 antagonist assay, inhibition at 5 uM; in the data active means inhibition above about 45%;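 further: CRE beta-lactamase reporter cells expressing human S1P2 stimulated with S1P; 0% = agonist at EC80 alone and 100% = agonist plus reference antagonist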
Target sequence (O95136 whole entry, looked up): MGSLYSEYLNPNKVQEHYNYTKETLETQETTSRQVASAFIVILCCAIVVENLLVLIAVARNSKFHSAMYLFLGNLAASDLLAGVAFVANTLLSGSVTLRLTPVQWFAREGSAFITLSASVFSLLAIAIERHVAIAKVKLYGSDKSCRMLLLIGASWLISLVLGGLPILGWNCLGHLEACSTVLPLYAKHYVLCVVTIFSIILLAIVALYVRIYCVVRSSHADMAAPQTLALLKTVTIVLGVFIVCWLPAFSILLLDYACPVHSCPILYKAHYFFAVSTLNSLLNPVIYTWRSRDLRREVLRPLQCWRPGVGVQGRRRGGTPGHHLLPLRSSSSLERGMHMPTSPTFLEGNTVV
LYP act – LYP phosphatase activators, primary screen, biochemical, DiFMUP fluorescence, 2 µM; 96,000 tested, 0.11% active; activation, % at 2 µM; AID 697, 2007; recombinant LYP; 0 = plate median, 100 = signal doubled;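 active means activation at 2 µM above a set limit, the mean plus 5 SD, cut at about 37% in these data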
Rev-RRE block – HIV-1 Rev-RRE binding inhibitors, primary screen, biochemical, FRET, protein-RNA interaction; inhibition, % at 8 µM; 97,000 tested, 0.79% active; Rev peptide-RRE RNA binding;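 active means inhibition above the screen-wide mean plus 3 SD, cut at about 35% in these data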;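 further: 0% = median DMSO wells and 100% = median Neomycin B control wells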
Target sequence (P05866 whole entry, looked up): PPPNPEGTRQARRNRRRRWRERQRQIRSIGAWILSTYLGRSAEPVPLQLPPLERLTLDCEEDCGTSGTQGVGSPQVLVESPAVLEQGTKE
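Test system: labelled RRE RNA duplex and labelled Rev peptide. Times: 5 min compound–RNA preincubation, then 15 min with peptide, 25 °C. Doses: single-dose 8 µM. Measured by: FRET, excitation 480 nm, emission 540 nm donor and 671 nm acceptor. Measure: % inhibition of FRET ratio versus controls.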
S1P2 agonist – S1P2 receptor agonists, primary screen, cell-based; Sphingosine 1-phosphate receptor 2 (Homo sapiens), O95136; S1P2-expressing cell line, agonist reporter read-out; activation, % at 4.5 µM; 97,000 tested, 0.46% active; AID 729, 2007; in the data active means activation above about 16%;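 further: 0% = vehicle low control and 100% = maximal reference agonist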
EphB4 ephrin blk – EphB4-ephrin-B2 interaction antagonists, primary screen, biochemical, TNYL-RAW peptide probe, fluorescence polarization. EphB4 LBD / TNYL-RAW-Alexa532 peptide. inhibition, % at 7 µM. Ephrin type-B receptor 4 (Homo sapiens), P54760. 97,000 tested, 0.15% active. AID 720, 2007;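 active means inhibition above the screen-wide mean inhibition plus 3 SD, cut at about 15% in these data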;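 further: 0% = DMSO wells and 100% = excess unlabeled TNYL-RAW peptide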
PostGolgi yeast – phenotypic screen on post-Golgi transport, primary screen; post-Golgi transport phenotypic cell assay; inhibition, % at 10 µM; 98,000 tested, 0.9% active; AID 739, 2007;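 further: yeast cells grown in 1536-well plates; yeast grown about 18 h at 30C before absorbance read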
FAK inh – FAK kinase inhibitors, primary screen, biochemical. Focal adhesion kinase 1 (Homo sapiens), Q05397. biochemical FAK kinase activity assay. inhibition, %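 (tested at 7 µM)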. 97,000 tested, 0.84% active; in the data active means inhibition above about 19%;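 further: 0% = DMSO and 100% = reference compound high control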
PostGolgi ctrl – growth inhibition of yeast control strain, primary screen, counter-screen for post-Golgi transport modulator project | efflux-deficient yeast background strain, growth absorbance A615, 16 h | inhibition, % at 10 µM | 98,000 tested, 5% active | AID 738, 2007
PTPN22 inh 2 – PTPN22 phosphatase inhibitors, primary screen, biochemical, DiFMUP fluorescence, 2 µM | Tyrosine-protein phosphatase non-receptor type 22 (Homo sapiens), Q9Y2R2 | recombinant LYP catalytic domain | inhibition, % at 2 µM | 96,000 tested, 0.21% active;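 active means inhibition at 2 µM at or above a set limit, the screen mean plus 3 SD, cut at about 24% in these data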;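 further: 0% = DMSO with enzyme and 100% = enzyme fully blocked by orthovanadate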
* hit, by the source's call; x = not tested or not shown; [ ] = remark or other dose. Unless noted, no stated cut-off is given here; in the data, active means inhibition above about 30%; inactive means the rest. Outcome played no part in choosing rows. Share with any hit: about 7%.

SMILES	S1P2 blocker	LYP act	Rev-RRE block	S1P2 agonist	EphB4 ephrin blk	PostGolgi yeast	FAK inh	PostGolgi ctrl	PTPN22 inh 2
CC(C)(C)c1cc(NC(=O)CCSc2nnc3ccccn23)cc(C(C)(C)C)c1	10	13	6	-3	6	x	0	x	-13
COc1cccc(C(=O)NC(=S)Nc2ccc(Cl)c(C(=O)O)c2)c1	5	8	5	-4	-5	-2	0	-5	-5
CCOC(=O)N1CCN(c2nc3c(c(=O)[nH]c(=O)n3C)n2Cc2ccccc2Cl)CC1	10	-6	7	-4	4	-1	-1	6	6
Cc1ccc(C)c(/C(O)=C2\C(=O)C(=O)N(Cc3cccnc3)C2c2cccnc2)c1 (stereo not drawn)	-6	6	3	-1	-9	2	-3	11	-8
O=C1CC(c2ccccc2)CC(O)=C1C=NC1CCCCC1 (stereo not drawn)	-11	0	10	2	7	1	2	28	3
Cc1nnsc1S(=O)(=O)Cc1ccccc1Cl	7	-3	6	-5	4	0	-10	3	6
NS(=O)(=O)c1ccc(CCNC(=O)CCC2COc3ccccc3O2)cc1 (stereo not drawn)	2	1	1	-10	1	3	0	8	2
COc1cc(OC)cc(C(=O)n2cnnc2N)c1	-2	4	9	-4	-4	12	-1	6	-3
CCc1ccccc1N(C)C(=O)CCc1nc(-c2ccc(C)cc2)no1	-7	14	2	2	-5	-8	2	44*	-15
COc1ccccc1NC(=O)CSc1nnc(CNC(=O)COc2ccc(Cl)cc2)o1	27	3	10	-4	-2	-3	-1	0	-2
CCN(CC)S(=O)(=O)c1ccc(NC(=O)CN(c2cccc(C)c2)S(C)(=O)=O)cc1	-6	-6	10	-6	-8	x	-3	x	5
COC(=O)CSc1nc2c(c(-c3ccc(C)o3)c1C#N)CCCC2	2	1	8	-1	0	18	2	10	1
COc1cc(CN2CCC(C(=O)N3CCCC(C)C3)CC2)cc(OC)c1O (stereo not drawn)	-15	1	1	2	-4	-5	1	-3	1
CCCCCCN1C=CC(=C/C=C(\C#N)C(=O)OCC)C=C1	6	-6	139*[fluorescence artefact?]	-7	-1	2	18	4	2
CC(=O)N1CCN(S(=O)(=O)c2ccccc2)C1c1ccccc1 (stereo not drawn)	-13	6	0	-5	2	-3	-1	8	-2
Cc1ccccc1NS(=O)(=O)c1cc(C(=O)NCc2ccco2)ccc1C	-17	-8	4	-7	1	3	-2	15	6
CNC(=O)CN(C1CCCCC1)S(=O)(=O)c1ccc(F)cc1	-4	2	5	-6	5	6	-2	-1	-2
CCOC(=O)Cc1csc(NC(NC(=O)CC)(C(F)(F)F)C(F)(F)F)n1	9	1	7	0	-5	-7	1	2	-2
Cn1cc(S(=O)(=O)N2CCN(c3ccc(F)cc3)CC2)c(=O)n(C)c1=O	11	-4	8	-8	6	-7	9	4	1
COC(=O)c1ccccc1OC(=O)c1cccnc1	-8	7	3	-3	-1	1	2	3	-4
Cc1nn(C)c(C)c1S(=O)(=O)N1CCC(C(=O)NC2CCCCC2)CC1	-6	-9	-5	-6	2	6	1	-8	10
N#CCSc1nnc(C2CCCCC2)n1-c1ccccc1	-28	4	-2	-4	-8	-1	-3	12	-3
O=c1cc(CO)occ1OCc1cccc(F)c1	6	6	11	-14	0	11	3	33*	-4
Cc1ccc(CNc2ccc(N3CCOCC3)c(C(=O)O)c2)s1	-5	5	6	-1	0	3	5	12	-6

Whole records as entered above.
Entry for COc1cc(OC)cc(C(=O)n2cnnc2N)c1 → S1P2 blocker = -2; LYP act = 4; Rev-RRE block = 9; S1P2 agonist = -4; EphB4 ephrin blk = -4; PostGolgi yeast = 12; FAK inh = -1; PostGolgi ctrl = 6; PTPN22 inh 2 = -3
Entry for Cc1nnsc1S(=O)(=O)Cc1ccccc1Cl → S1P2 blocker = 7; LYP act = -3; Rev-RRE block = 6; S1P2 agonist = -5; EphB4 ephrin blk = 4; PostGolgi yeast = 0; FAK inh = -10; PostGolgi ctrl = 3; PTPN22 inh 2 = 6

More structures:
SMILES	S1P2 blocker	LYP act	Rev-RRE block	S1P2 agonist	EphB4 ephrin blk	PostGolgi yeast	FAK inh	PostGolgi ctrl	PTPN22 inh 2
COCCNC(=O)c1onc(CSc2cccc(OC)c2)c1C(=O)O	-14	7	4	-2	-6	-4	-8	2	-4
N#Cc1nc(-c2ccco2)oc1N1CCC(Cc2ccccc2)CC1	14	2	20	-1	-6	-5	0	17	-1
CC(NC(=O)c1cccc(Cn2cc([N+](=O)[O-])cn2)c1)c1ccc(C(C)(C)C)cc1 (stereo not drawn)	0	4	5	-3	4	12	0	11	-5
Cc1ccccc1C(=O)Nc1ccccc1Sc1ccccc1	1	x	12	-3	-2	x	2	x	x
C/C(=N\NC(=O)c1ccccn1)C12CC3CC(CC(C3)C1)C2	2	-8	0	-4	3	2	1	-2	8
Cc1c(Cl)cccc1-n1c(SCC(=O)NCc2cccs2)nnc1-c1ccncc1	2	-1	12	-5	4	5	9	-6	4
CCCC(=O)Nc1ccc(C(=O)N/N=C/c2cccnc2)cc1	-19	-8	9	0	10	-4	-3	-4	6
O=C(CN1CCOCC1)Nc1ncc(Cc2cccc3ccccc23)s1	0	-5	3	-5	-4	-6	4	3	7
CC(=O)NCCOc1cccc2ccccc12	-26	0	5	-5	2	9	0	1	1
CCC(=O)N(CC)c1nc(-c2ccc(OC)cc2)cs1	28	0	16	-8	-1	9	5	18	-2
CCSc1ccc(NC(=O)c2cccnc2)cc1	20	6	8	-5	6	8	9	4	-6
Cc1[nH]n2c(=O)cc(Cc3ccccc3)nc2c1C#N	0	-7	1	-2	4	0	-4	16	4
CSc1nc(-c2ccccc2)nc(N2CCN(C)CC2)c1C(C)=O	19	3	14	-9	4	-23	13	5	-4
CC1CCCN(C(=O)Cn2cnc3c2c(=O)n(C)c(=O)n3C)C1 (stereo not drawn)	-3	-6	11	-3	4	2	0	4	6
Fc1cc2ncn(Cc3ccccc3)c2cc1F	-2	3	2	-9	-7	5	7	6	-1
O=C(NCC1CCCO1)C1CCN(C(=O)c2ccc(Br)cc2)CC1 (stereo not drawn)	18	4	6	-1	-2	9	0	5	-9
Cc1ccc(S(=O)(=O)N2CCC(C(=O)NCCN3CCCCCC3)CC2)cc1	-13	3	2	-7	0	8	3	2	1
COc1ccc2nc(SCC(=O)NC(C)(C)C)[nH]c2c1	-4	6	6	-4	-1	1	4	10	-6
Cc1ccc(NC(=O)Nc2sc(=S)n(C)c2C)cc1	16	-8	4	-2	-1	4	0	6	9
COc1cc(SC)ccc1C(=O)N(C)Cc1ccccc1	11	13	3	-4	0	-1	-2	8	-9
Cc1nc(SCC(=O)NCc2ccccc2)c2oc3ccccc3c2n1	-37	-8	1	4	-1	-2	0	7	10
O=C(CSc1nc2ncc(Br)cc2[nH]1)Nc1ccc2c(c1)OCO2	12	-3	10	-10	1	-1	7	-2	1
Cc1ccccc1NC(=O)c1ccc2c(c1)C(=O)N(CCC(C)C)C2=O	-13	1	8	0	-3	-2	2	2	0
COc1ccc(/C=C/C(=O)Oc2ccc(/C=N/NC(=O)COc3c(C)cccc3C)cc2)cc1	15	-2	10	-6	-5	-4	2	1	0
O=C(CSc1nc(-c2ccccc2)c(-c2ccccc2)[nH]1)NCCN1C(=O)CSC1=O	-13	0	4	-6	-3	4	10	17	3
Cc1cc(Br)ccc1OCC(=O)N(Cc1nc(-c2ccccc2)no1)C(C)C	-17	4	7	-6	-1	-2	2	26	-6
CC(=O)OC(C(=O)NC1CCCCC1)c1ccc(C#N)cc1 (stereo not drawn)	10	-5	6	-9	3	12	4	1	6
O=C(O)c1cc2c(o1)CCC/C2=N\O	4	12	4	-6	-14	10	-13	0	-6
Cn1cccc1C(=O)OCC(=O)Nc1ccc2c(c1)CCC2	10	14	5	-1	10	-5	4	5	-17
CCOC(=O)Nc1oc2ccccc2c(=O)c1C	3	2	3	0	5	x	-7	x	4
CCOc1ccc(NC(=O)C(C)SC(N)=O)cc1 (stereo not drawn)	10	0	5	-14	-5	-3	3	-8	-1
O=C(O)C1CCCCC1C(=O)Nc1cccc(Cl)c1Cl (stereo not drawn)	3	-2	6	-5	2	-2	2	9	7
CC1Cc2ccccc2N1C(=O)c1ccc2c(c1)nnn2C (stereo not drawn)	-5	9	4	-5	5	3	-3	0	-9
COc1c[nH]n(C2CCCCC2)c(=O)c1=O	17	-6	7	-6	2	0	0	12	5
COCCn1c(-c2ccc(OC)cc2)nc2oc3cc(OC)ccc3c(=O)c2c1=O	-3	-15	11	-8	3	-4	4	4	17
CC1(C)CC(=O)C2=C(C1)N(Cc1ccco1)C(=O)C2(NC(=O)c1cccnc1)C(F)(F)F (stereo not drawn)	13	4	5	-5	4	6	1	0	-4

In the list so far, two have a CF3 group.
SMILES	S1P2 blocker	LYP act	Rev-RRE block	S1P2 agonist	EphB4 ephrin blk	PostGolgi yeast	FAK inh	PostGolgi ctrl	PTPN22 inh 2
CCOC(=O)Cc1csc(NC(NC(=O)CC)(C(F)(F)F)C(F)(F)F)n1	9	1	7	0	-5	-7	1	2	-2
CC1(C)CC(=O)C2=C(C1)N(Cc1ccco1)C(=O)C2(NC(=O)c1cccnc1)C(F)(F)F (stereo not drawn)	13	4	5	-5	4	6	1	0	-4

The results go on.
SMILES	S1P2 blocker	LYP act	Rev-RRE block	S1P2 agonist	EphB4 ephrin blk	PostGolgi yeast	FAK inh	PostGolgi ctrl	PTPN22 inh 2
COc1ccc(N2CCN(c3ncnc4c3[nH]c3ccccc34)CC2)cc1	63*	3	7	-3	2	1	2	13	-6
CCN(C1CCCCC1)S(=O)(=O)c1ccc(S(=O)(=O)NCc2ccncc2)cc1	29	1	10	-5	-11	-2	-1	13	-3
Cc1ccnc(SCC(=O)Nc2c(C)n(C)n(-c3ccccc3)c2=O)n1	-18	1	2	-2	-6	-1	-1	11	-1
Cc1ccc(OCC(=O)N/N=C\c2ccco2)c(C)c1	28	1	7	-5	2	1	9	16	-4
O=C(Cc1cccs1)N(Cc1cccs1)C1(C(=O)NC2CCCC2)CCCCC1	-24	0	10	-1	8	-6	0	18	0
Cc1n[nH]c(C)c1Sc1ccccc1N=Cc1cc(Cl)cc([N+](=O)[O-])c1O	-7	6	8	-4	6	-2	-1	16	-4
Cc1ccc(CNC(=O)CCCC(=O)O)cc1	-21	1	5	-2	7	-4	-1	7	-1
c1ccc(-n2ncc3c2ncn2c(C4CCCCC4)nnc32)cc1	17	-11	7	-8	-3	1	-13	8	11
N/C(COc1ccc(C(=O)O)cc1)=N\O	4	1	9	-2	3	-7	-1	4	-2
COc1ccc(NC(=O)C2OC3OC(C)(C)OC3C3OC(C)(C)OC23)cc1 (stereo not drawn)	23	-9	3	-3	2	-11	-1	0	12
CC1=C([N+](=O)[O-])C(c2ccccc2)C2=C(N1)c1ccccc1C2=O (stereo not drawn)	-32	-2	5	1	-5	5	25*	7	2
O=C(NC1CCCC1)C(c1ccc(O)cc1)N(CC1CCCO1)C(=O)C1COc2ccccc2O1 (stereo not drawn)	18	-2	6	-7	1	0	0	15	1
Cc1ccc(Nc2nc(C)cc(C)c2C(N)=O)cc1	-16	3	5	-6	3	-9	1	5	1
CCN(CC)S(=O)(=O)c1ccc(-c2nnc(SCc3nnc(-c4ccc(C)cc4)o3)n2CC)cc1	-7	7	9	-4	1	-10	0	10	-10
CC1CN(C(=O)/C=C/c2ccc3c(c2)OCO3)CC(C)O1 (stereo not drawn)	-12	6	3	-4	-5	1	1	-1	-9
COc1ccc2[nH]cc(C(=O)CN3CCN(C4CCCCC4)CC3)c2c1	13	9	2	2	3	1	3	4	-10
OC1(c2cccnc2)CCN(Cc2nnnn2C2CCCCC2)CC1	8	0	9	-9	3	7	0	17	-2
